High-throughput results (PubChem BioAssay)
INS-1E GSIS act: GLuc luminescence reporter in INS-1E cells, primary screen for activators of glucose-dependent secretion of insulin. activation, % at 16.6 µM. INS-1E GLuc reporter insulin secretion, 2-3 h. 0.61% of 370,000 active. AID 743287;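 active = lowest replicate activation of at least 40%, so every replicate reaches that level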;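 also: 0% = median of neutral control wells and 100% = median of IBMX positive control wells; some compounds called inactive have numbers as strong as hits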
PGC1a acetyl inh: PGC1a acetylation modulation, inhibitor mode; inhibition, % at 15.6 µM; U2OS PGC1a acetylation, AlphaScreen anti-acetyl-lysine; with virally co-expressed GCN5 acetyltransferase; 0.17% of 350,000 active;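 active = every replicate shows inhibition of at least 40%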;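 also: 0% = neutral control wells and 100% = positive control wells; some results beyond the cut were filed as inactive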
FN deposit inh: fibronectin deposition inhibition; 0.086% of 350,000 active; inhibition, % at 12.6 µM; AID 743247; AH1F fibroblasts, Alexa488-fibronectin deposition fluorescence, overnight;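 active = mean inhibition across replicates of 30% or more, regardless of how many single replicates reach that level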;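 also: positive control wells lacked labelled fibronectin entirely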
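Material: AH1F fibroblast monolayer depositing Alexa488-labelled fibronectin into matrix | Input: 10000 AH1F cells/well | Medium: DMEM plus 2% serum, read in PBS | Reagent: Alexa488-fibronectin, 24 nM final in well | Compound dosing: One dose per compound, pinned | Schedule: 1 h adhesion, overnight exposure | Measured by: Fluorescence at 485 nm excitation, 525 nm emission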
PglD inh: blocks C. jejuni PglD acetyltransferase activity; inhibition, % at 12.5 µM; AID 602405; purified PglD enzyme, DTNB colorimetric CoA detection; 0.098% of 360,000 active; in the data active = inhibition above about 16%, passing the limit was not always enough; also: strong numbers were not always called active
miR122 inh: blocks miR-122 activity in Huh7 sensor cells | Huh7 miR-122 Renilla luciferase sensor, 48 h; neutral wells = 0, positive control = 100 | activation (reporter increase), % at 12.5 µM | 0.3% of 340,000 active;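 active = mean replicate activation score at least 90 and every replicate individually at or above 90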;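 also: higher luciferase means less miR-122 activity so hits act as miR-122 inhibitors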
Cneo AK release: Cryptococcus neoformans lysis via adenylate kinase release; C. neoformans lysis, adenylate kinase release luminescence, 4 h; normalised: neutral wells 0, clomiphene wells 100; 0.2% of 360,000 active; lysis activity, % at 15 µM;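 active = mean lysis activity across replicates of at least 80%, whatever share of replicates individually reach that level; inactive = mean lysis activity below 80%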
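Test system: log-phase Cryptococcus neoformans yeast cells. Input: 5 × 10^6 yeast cells/mL. Medium: fresh YPD growth medium. Doses: single dose. Incubation: static 4 h at 37 °C with compound, 1 h detection. Measured by: luminescent adenylate kinase detection reagent. Read-out: signal increase indicating cell lysis. Benchmarks: Clomiphene.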
CFTR F508del cor: correctors of CFTR F508del function in bronchial epithelial cells | CFBE cells, YFP halide quenching; stimulated with forskolin plus potentiator P3; % fluorescence drop versus neutral controls | activity (quench increase), % at 7.58 µM | 0.36% of 350,000 active | AID 720511;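 active = mean added fluorescence quench of at least 8% versus neutral control, with both replicates also reaching 8%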;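 also: cells transiently co-express mutant CFTR-F508del with the halide-sensitive YFP; corrector assay measuring rescue of mutant channel to the surface after 24 h compound exposure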
C2C12 statin: suppressors of simvastatin-induced myotoxicity in C2C12 myotubes. ATP luminescence, 48 h; scaled: DMSO 0, geranylgeraniol control 100. rescue of ATP level, % at 7.49 µM. 0.78% of 330,000 active. AID 602340;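 active = mean ATP rescue above about 67%, or every replicate alone reaching that limit, limit read from the data, passing the limit was not always enough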;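 also: myotubes were challenged with 10 µM simvastatin during compound exposure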
Numbers without * were called inactive; · = no result given; [ ] = dose if it differs, or a comment. Rows are unselected, and some 2.1% of all compounds hit somewhere here.

SMILES	INS-1E GSIS act	PGC1a acetyl inh	FN deposit inh	PglD inh	miR122 inh	Cneo AK release	CFTR F508del cor	C2C12 statin
CCOc1ccccc1NC(=O)C1CCN(C(=O)NCc2ccccc2)CC1	0	13	2	3	-1	0	·	13
COC(=O)c1ccc(CO/N=C/c2ccc(OC)cc2OC)cc1	-41	-2	0	2	-1	0	-1.6	6
C[C@H]1CN([C@@H](C)CO)C(=O)c2cccc(NC(=O)Nc3cccc4ccccc34)c2O[C@H]1CN(C)Cc1ccccc1	-8	10	·	-2	18[16.7 µM]	-3	0.6	25
CCOC(=O)c1cnc(N2CCN(C(=O)OCC)CC2)[nH]c1=O	2	-2	·	-3	10	-5	-3.6	2
CNC[C@@H]1OCCCC[C@H](C)Oc2ccc(NS(=O)(=O)c3c(C)noc3C)cc2C(=O)N([C@@H](C)CO)C[C@@H]1C	0	1	·	2	7[16.7 µM]	13	-2.0	·
Cc1cccc(S(=O)(=O)N[C@H]2CC[C@@H](CCNC(=O)CCN3CCCCC3)O[C@@H]2CO)c1	16	9	4	-1	·	-1	-2.5	-7
O=C(CCc1ccccc1)Nc1ncc2c(n1)CCCC2=O	·	-7	·	-8	3	-1	·	5
CNC[C@H]1Oc2ccc(NC(=O)CCC(F)(F)F)cc2C(=O)N([C@@H](C)CO)C[C@@H]1C	12	-3	1	-1	-5[16.7 µM]	0	0.1	38
Cc1ccc(-c2n[nH]c(=O)c3ccccc23)cc1S(=O)(=O)N(C)C	10	1	-2	-7	3	-1	-1.6	0
CC(C)NC(=O)c1cc(-c2cccs2)on1	-3	7	-9	·	1	·	·	-9

The closing 4 entries of the part before lead into the next.
SMILES	INS-1E GSIS act	PGC1a acetyl inh	FN deposit inh	PglD inh	miR122 inh	Cneo AK release	CFTR F508del cor	C2C12 statin
O=C(CCc1ccccc1)Nc1ncc2c(n1)CCCC2=O	·	-7	·	-8	3	-1	·	5
CNC[C@H]1Oc2ccc(NC(=O)CCC(F)(F)F)cc2C(=O)N([C@@H](C)CO)C[C@@H]1C	12	-3	1	-1	-5[16.7 µM]	0	0.1	38
Cc1ccc(-c2n[nH]c(=O)c3ccccc23)cc1S(=O)(=O)N(C)C	10	1	-2	-7	3	-1	-1.6	0
CC(C)NC(=O)c1cc(-c2cccs2)on1	-3	7	-9	·	1	·	·	-9
COc1ccc(-c2ccc(N)cn2)cn1	18	1	-5	3	-4	2	-4.7	-11
Cc1nc(C)c(C(=O)C2=C(O)C(=O)N(CCCn3ccnc3)C2c2ccc(Cl)cc2)s1 (stereo unspecified)	2	14	·	-10	-4	2	·	128*
CNC(=O)COc1ccc(S(=O)(=O)Nc2ccc(OC)cc2)cc1	5	8	5	·	-3	·	-3.9	·
Cc1ccc(CC2C(=O)N(c3cc(C)ccc3C)C(=O)C2C)cc1 (stereo unspecified)	1	·	-3	3	-6	0	0.0	2
COc1ccc(C(=O)c2ccc(OC)c(OC)c2OC)cc1	15	·	-3	-5	54	-1	3.4	-24
COc1cccc(/C=c2/s/c(=C(\C#N)C(=O)N3CCOCC3)n(-c3ccccc3)c2=O)c1	·	6	6	-1	-1	10	·	-21
CN(C)c1nc(N)c([N+](=O)[O-])c(NCC2CCCO2)n1 (stereo unspecified)	·	-6	6	-2	-7	3	-0.1	10
O=C(O)CCNS(=O)(=O)c1ccc2ccccc2c1	·	5	-3	0	-8	9	·	·
Cc1cc(SCC(=O)OCC(=O)c2c(N)n(C)c(=O)n(C)c2=O)c(C)cc1Br	-3	8	6	2	-2	-1	-1.8	6
CCSc1nnc(NS(=O)(=O)c2ccc(OC)cc2)s1	3	-4	-11	·	·	·	-0.1	·
COc1ccc(CNC(=O)C2CCCN2S(=O)(=O)c2ccccc2)cc1 (stereo unspecified)	·	·	·	-3	-2	1	·	6
Cc1noc(C)c1S(=O)(=O)Nc1ccc2c(c1)CC(=O)N([C@@H](C)CO)C[C@@H](C)[C@@H](CN(C)S(=O)(=O)c1ccc(F)cc1)O2	-15	4	·	1	3[16.7 µM]	-2	0.4	-2
O=C(c1ccc([N+](=O)[O-])s1)N1CCN(c2ccccn2)CC1	0	-8	-15	1	-4	-2	1.7	9
C/C=C/c1ccccc1[C@H]1[C@@H](CO)N(C(=O)Nc2ccc(OC)cc2)[C@H]1C#N	-10	-4	4	·	·	·	-1.8	·
CC12CCC=CC1=C(C=O)C1C2CCC2(C)C(O)CCC12 (stereo unspecified)	·	12	1	0	·	-3	-0.6	1
C[C@H](CO)N1C[C@H](C)[C@H](CN(C)Cc2ccc3c(c2)OCO3)Oc2ccc(NS(=O)(=O)c3ccccc3)cc2CC1=O	-9	3	0	1	30[16.7 µM]	50	-0.8	-4
COc1ccc(-c2nc(C=O)cs2)cc1	7	0	4	-6	0	-9	-2.6	·
CN(C(=O)c1cccs1)c1ccc(OCC(=O)Nc2ccc(C(=O)O)cc2)cc1	26	-1	11	-1	-1	-2	1.4	·
Cc1ccc(C(=O)OCC(=O)NCc2cccs2)cc1C	-2	14	10	·	·	·	0.0	·
CCc1nc2ccccc2c(C(=O)OCC(=O)NC(=O)c2cccn2C)c1C	34	3	0	2	-3	0	-2.3	·
COc1ccc(NC(=O)N(C)C[C@H]2Oc3ccc(NS(=O)(=O)c4ccc(Cl)cc4)cc3CC(=O)N([C@H](C)CO)C[C@@H]2C)cc1	-1	-4	·	-2	4[16.7 µM]	-3	0.6	6
CCOC(=O)NCC(C)(C)CNC(=O)OCC	·	4	-2	-3	-1	-1	·	-8
CC(C)c1cc(-c2cc(C(=O)NCc3ccccc3)on2)nc(NCC2CC2)n1	-22	·	4	-5	6	-1	3.6	-28
C[C@@H]1CN([C@H](C)CO)C(=O)c2cc(C#CC3CC3)cnc2O[C@H]1CN(C)C(=O)CC1CC1	15	4	-14	-2	3[16.7 µM]	-2	-3.9	2
COc1ccc(C)cc1NC(=O)C1CCCN1S(=O)(=O)c1ccc2c(c1)CCC(=O)N2 (stereo unspecified)	-8	·	-10	-1	4	-1	1.0	-8
COc1ccc2ccccc2c1C1CC(=O)N2CN(C3CCCCC3)CSC2=C1C#N (stereo unspecified)	-20	·	9	6	-5	1	5.1	10
COC(=O)C1(C(=O)OC)NOC2C(=O)N(N(C)c3ncc(C(F)(F)F)cc3Cl)C(=O)C21 (stereo unspecified)	-6	16	-4	·	5	·	-0.1	0
CCOC(=O)Cc1csc(NC(=O)CSc2nc(=O)[nH]c3c2CCC3)n1	-1	4	-8	5	3	2	0.0	0
CC(C)N(C(=O)COC(=O)[C@@H]1CC(O)CN1S(=O)(=O)c1ccc(C(C)(C)C)cc1)C(C)C (stereo partly specified)	5	-6	2	6	·	2	-0.1	2
COc1cccc(OCC(=O)N(Cc2nc(-c3ccc(Cl)cc3)no2)C(C)C)c1	-15	-3	-2	0	1	0	2.6	·
Cc1cccc2cc(C(c3nnnn3Cc3ccccc3)N3CCCc4ccccc43)c(=O)[nH]c12 (stereo unspecified)	-4	1	·	-6	3	0	·	-32
Cc1ccc2c(C)c(C(=O)N3CCN(C4CCS(=O)(=O)C4)CC3)oc2c1C (stereo unspecified)	15	·	8	4	·	-1	1.8	-3
N#C[C@H]1[C@H](c2ccc(C#Cc3ccc(F)cc3)cc2)[C@@H](CO)N1C(=O)C1CCC1	-5	7	5	-1	·	3	-1.3	24
C[C@H]1CN([C@@H](C)CO)C(=O)Cc2cc(NC(=O)CCCN(C)C)ccc2O[C@@H]1CN(C)S(=O)(=O)c1ccccc1	17	1	-5	0	-5[16.7 µM]	-5	-0.7	-15
On1c(-c2ccco2)nc2c1CCc1nonc1-2	·	-8	-4	-4	-2	2	·	8
Cc1ccc(NC(=O)c2ccc(-n3cccn3)c([N+](=O)[O-])c2)cc1	·	8	-3	-6	-3	-4	·	2
Cc1noc(C)c1NC(=O)Nc1cccc2c1O[C@H](CN(C)C(=O)Nc1c(C)noc1C)[C@@H](C)CN([C@H](C)CO)C2=O	19	-7	·	-3	-6[16.7 µM]	-6	-1.5	-25
C[C@@H]1CN([C@@H](C)CO)C(=O)Cc2cc(NC(=O)Nc3ccc(F)cc3)ccc2O[C@H]1CN(C)S(=O)(=O)c1ccc(Cl)cc1	4	0	·	-3	-11[16.7 µM]	-3	-0.4	27
NNC(=O)c1cc(-c2ccc(N)cc2)nc2ccc(Br)cc12	·	7	-11	-3	1	-2	2.2	·
O=C(Nc1ccccc1)[C@H]1[C@H](CO)[C@H]2Cn3c(ccc(C4=CCCC4)c3=O)[C@H]2N1Cc1cocn1	10	·	·	2	7[16.7 µM]	4	-1.6	11
CCc1nnc(NC(=O)CCC(=O)N2CCN(c3cccc(Cl)c3)CC2)s1	7	-27	-8	1	2	2	-3.4	4
O=S1(=O)CCN(Cc2ccc(F)cc2)CC1	16	6	-1	·	·	·	-1.6	·
O=C(CC1C(=O)NCCN1Cc1ccc(F)cc1)NC1CCCCCCC1 (stereo unspecified)	0	·	-8	5	7	0	1.4	-11
Cc1ccccc1-c1nnc(SCC(=O)NCc2ccc3c(c2)OCO3)n1C	·	-1	·	-7	2	3	·	7
CCCCOc1ccc(C(=O)N/C(=C\c2ccc(OC)cc2)C(=O)OCc2ccco2)cc1	-1	-2	·	-2	2	1	·	26
COc1ccccc1CNC(=O)CCCC(=O)n1nc(C)c2ccccc21	23	-6	-6	2	0	1	0.2	-1
Cc1n[nH]c(C)c1CCCOc1ccccc1	·	4	·	-6	1	0	·	10
CSCCC(NC(=O)COc1ccccc1)C(=O)N1CCCC(C(F)(F)F)C1 (stereo unspecified)	-4	17	-1	·	6	·	0.9	-4
CCN(CC)C(=O)Oc1ccnc2cc(Cl)ccc12	16	-1	-6	7	-2	-1	1.3	14
CCCCNC(=O)C1CCCN1C(=O)Nc1ccccc1 (stereo unspecified)	·	-7	-10	-2	-13	3	·	1

Additional records
SMILES	INS-1E GSIS act	PGC1a acetyl inh	FN deposit inh	PglD inh	miR122 inh	Cneo AK release	CFTR F508del cor	C2C12 statin
CC[C@]12c3[nH]c4ccc(Cl)cc4c3CCN1C(=O)[C@@H](CC(=O)NCCN1CCOCC1)C[C@@H]2C(=O)N1CCN(C(=O)C2CC2)CC1	-11	-6	9	5	-4	21	-2.3	-2
COc1ccccc1COn1c(=O)c(-c2ccco2)[n+]([O-])c2ccccc21	13	7	-1	·	·	·	-2.0	·
Cc1ccc(CNC(=O)CCCn2c(=O)c3ccccc3n(CC(=O)NC3CCCC3)c2=O)cc1	·	0	·	-2	0	-1	·	-2
Cc1ccc(-n2c(Cc3noc4ccccc34)n[nH]c2=S)cc1	-5	7	-9	2	-4	4	-2.1	4
COc1ccc(F)cc1S(=O)(=O)Nc1cc2c3c(c1)CCC(=O)N3CCC2	6	·	-1	7	53	7	-1.7	29
COc1ccc(-c2cnc[nH]2)cc1	4	6	5	-4	0	-1	-2.8	5
Cc1ccc(C(=O)NNC(=O)COC(=O)COc2ccccc2C#N)cc1	9	4	-13	-4	-8	0	-2.5	-8
COc1ccc(NC(=O)CSc2nc(O)c(Cc3ccccc3)c(=O)[nH]2)cc1	·	·	·	2	4	0	·	6
CC(=O)NCc1ccc(C(=O)O)cc1	17	42	-4	4	-6	3	-1.2	-5
Cc1ccc(OCC(=O)N/N=C\c2cccn2C)c([N+](=O)[O-])c1	-2	-7	4	1	1	-2	-0.3	-7
